CHT PAM: allosterically activates the human high affinity choline transporter; CHT-expressing cells, membrane potential dye, choline EC20; stronger effect = higher value; LV-AA mutant CHT in HEK293 cells; B-score at 10 µM; actives 0.49% (n = 310,000); AID 488977;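 active means initial fluorescence not abnormally high and integrated response B-score, plate-corrected, over 3 SD above library mean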
Target sequence (Q9GZV3 whole entry, looked up): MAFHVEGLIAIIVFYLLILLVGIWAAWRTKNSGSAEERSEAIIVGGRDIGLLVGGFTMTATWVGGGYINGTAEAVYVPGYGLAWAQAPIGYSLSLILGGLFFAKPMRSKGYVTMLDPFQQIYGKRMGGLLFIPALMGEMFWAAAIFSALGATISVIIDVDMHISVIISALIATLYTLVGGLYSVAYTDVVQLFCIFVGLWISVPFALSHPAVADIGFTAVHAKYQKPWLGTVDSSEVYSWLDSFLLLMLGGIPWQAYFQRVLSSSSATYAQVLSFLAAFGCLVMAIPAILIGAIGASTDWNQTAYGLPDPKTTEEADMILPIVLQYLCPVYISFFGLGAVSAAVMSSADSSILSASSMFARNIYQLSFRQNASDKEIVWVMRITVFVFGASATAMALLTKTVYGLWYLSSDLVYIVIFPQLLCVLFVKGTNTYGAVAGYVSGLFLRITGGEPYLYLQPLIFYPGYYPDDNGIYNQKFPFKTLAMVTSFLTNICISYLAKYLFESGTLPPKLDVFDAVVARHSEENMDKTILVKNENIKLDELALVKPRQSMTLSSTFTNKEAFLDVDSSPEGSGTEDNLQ
CHT inh: inhibits the human high affinity choline transporter; B-score at 10 µM; CHT-expressing cells, membrane potential dye, choline response; stronger effect = lower value; AID 488975; Q9GZV3; actives 0.86% (n = 310,000);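 active means B-score over 3 SD under the library average, and starting fluorescence ratio not unusually high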;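 further: choline stimulus applied at its EC90 after an EC20 pre-addition; B-score computed on integrated fluorescence ratio after choline addition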
The depositor's hits bear a star; i = inactive.

SMILES	CHT PAM	CHT inh
O=C(Nc1nnc(-c2ccc(F)cc2)s1)c1ccco1	i	i
CCOC(=O)CSc1nn(C)c(=S)s1	i	i
O=c1c2ccccc2nc(-c2ccccc2Cl)n1O	i	i
Cc1cc(C)cc(NC(=O)Nc2ccc(-n3ccc(C(F)(F)F)n3)cc2)c1	i	i
CCOc1ccc(-n2c(SCC(N)=O)nc3c([nH]c4ccccc43)c2=O)cc1	i	i
CC(C)c1ccc(NC(=O)C(c2ccc3c(c2)OCO3)N2CCCCC2)cc1 (stereo not given)	i	i
COc1ccc(N2CCN(C3CCCN(Cc4cccc(OC)c4)C3)CC2)cc1 (stereo not given)	i	i
COc1ccccc1CN1CC(C(=O)NCc2nc3ccccc3n2C)CCC1=O (stereo not given)	i	i
COc1cccc(/C=C(\CC(=O)O)c2nc3ccccc3s2)c1	i	i
COc1cc(OC)cc(C(=O)Nc2cc(-c3cn4cccnc4n3)ccc2C)c1	i	i
Nc1cc(=O)[nH]c(SCc2ccc(Cl)cc2)n1	i	i
COc1ccc(-n2c(CNc3ccc(C)cc3)nnc2SCc2ccccc2)cc1	i	i
Cc1ccc(CNC(=O)COC(=O)c2cnc(C)cn2)cc1	i	i
O=c1c(Br)c(N2CCOCC2)cnn1-c1ccccc1	i	i
CC(=O)C1=NOC(CNC(=O)c2c(-c3ccccc3Cl)noc2C)C1 (stereo not given)	i	i
C=CCn1c(SCC(=O)C(C)(C)C)nnc1-c1cccs1	i	i
COc1ccc(/C=C/C(=O)NCCc2nc3ccccc3[nH]2)cc1	i	i
O=C(NC(=S)NCc1ccccc1)C1CCCCC1	i	i
COc1cc(OC)c(C2SCCS2)c(OC)c1	i	i
CC1CCCN(CCCNC(=O)c2ccc(NC(=O)C3=CSCCO3)cc2)C1 (stereo not given)	i	i
Cc1ccc(NC(=O)COc2ccccc2)cc1Cl	i	i
CCN(CC)S(=O)(=O)c1cc(C(=O)Nc2cc(C)on2)c(Cl)cc1Cl	i	i
O=C(OCC1CCCN2CCCCC12)c1ccc2c(c1)OCO2 (stereo not given)	i	i
O=C(NCCc1ccc(Cl)cc1)C1CCN(S(=O)(=O)c2cccc3nonc23)CC1	i	i
CCOC(=O)c1cccnc1SCC(=O)NCc1ccccc1	i	i
CC(NC(=O)C(Cc1ccccc1)NC(=O)c1ccccc1)C(=O)O (stereo not given)	i	i
Cc1ccc(NC(=O)COC(=O)Cc2c(F)cccc2Cl)cc1S(=O)(=O)N1CCOCC1	i	i
Cc1cccc2c(N=O)c(O)n(CCc3ccccc3)c12	i	i
COc1ccccc1-c1nnc(SCC(=O)NC2CCCCC2)n1C	i	i
CC1CCC2(CC1)NC(=O)N(CC(=O)Nc1ccccc1-c1ccccc1)C2=O (stereo not given)	i	i
O=C(NN1CCOCC1)c1ccc(S(=O)(=O)N2CCCCC2)cc1	i	i
Cc1cccc(NS(=O)(=O)c2cccc(C(=O)N3CC(C)OC(C)C3)c2)c1 (stereo not given)	i	i
COc1ccc(NC(=O)c2c(Cl)cnn2C)c(C)c1	i	i
CCCc1cc(N2CCCC2)n2nc(C)c(-c3ccccc3)c2n1	i	i
CCn1c(=O)cc(OCC(=O)NCCCN2CC(C)CC(C)C2)c2ccccc21 (stereo not given)	i	i
COc1ccccc1CNC(=O)CCCOc1cc(=O)n(C)c2ccccc12	i	i
COc1ccc(C(=O)O/N=C(/c2ccccc2)c2ccncc2)cc1OC	i	i
O=C(Nc1ccccc1C(=O)O)c1ccc(Br)c(S(=O)(=O)NCc2ccccc2)c1	i	i
O=C(Nc1ccccc1OC(F)(F)F)c1ccc([N+](=O)[O-])cc1	i	i
CC(=O)c1c(C)nc(-c2ccccc2)nc1NC(=O)C(C)C	i	i
CC1Cc2ccccc2N1c1ncnc(N)c1[N+](=O)[O-] (stereo not given)	i	i
COc1ccccc1N1CCN(c2nccc(C)n2)CC1	i	i
CCN1CCCC1CNC(=O)CN1C(=O)COc2ccc(C)cc21 (stereo not given)	i	i
COc1ccc(N2CCN(C(c3ccccc3OC)c3nnnn3Cc3ccco3)CC2)cc1 (stereo not given)	i	i
CCCCOc1ccc(C(=O)NC(=S)Nc2ccc(CN3CCOCC3)cc2)cc1	i	i
Cc1oc(-c2cccc(Cl)c2)nc1CSc1nc2c(c(=O)[nH]1)CCC2	i	i
COc1cc(O)c(C(CCN2CCN(c3ccccc3)CC2)c2ccc3c(c2)OCO3)c(OC)c1 (stereo not given)	i	i
Cc1ccc(C(=O)CSc2ncn[nH]2)cc1	i	i
CC(=O)Nc1ccc(S(=O)(=O)NC(CC(=O)NCCc2ccccc2)C(C)C)cc1 (stereo not given)	i	i
C=CCc1c(OC(C)=O)c2ccccc2n(C)c1=O	i	i

17 structures out of the list, sorted by formula weight, descending:
SMILES	CHT PAM	CHT inh
O=C(Nc1ccccc1C(=O)O)c1ccc(Br)c(S(=O)(=O)NCc2ccccc2)c1	i	i
COc1cc(O)c(C(CCN2CCN(c3ccccc3)CC2)c2ccc3c(c2)OCO3)c(OC)c1 (stereo not given)	i	i
COc1ccc(N2CCN(C(c3ccccc3OC)c3nnnn3Cc3ccco3)CC2)cc1 (stereo not given)	i	i
CC(=O)Nc1ccc(S(=O)(=O)NC(CC(=O)NCCc2ccccc2)C(C)C)cc1 (stereo not given)	i	i
CCCCOc1ccc(C(=O)NC(=S)Nc2ccc(CN3CCOCC3)cc2)cc1	i	i
CCn1c(=O)cc(OCC(=O)NCCCN2CC(C)CC(C)C2)c2ccccc21 (stereo not given)	i	i
Cc1cccc(NS(=O)(=O)c2cccc(C(=O)N3CC(C)OC(C)C3)c2)c1 (stereo not given)	i	i
COc1ccccc1CNC(=O)CCCOc1cc(=O)n(C)c2ccccc12	i	i
COc1ccc(C(=O)O/N=C(/c2ccccc2)c2ccncc2)cc1OC	i	i
O=C(NN1CCOCC1)c1ccc(S(=O)(=O)N2CCCCC2)cc1	i	i
CCN1CCCC1CNC(=O)CN1C(=O)COc2ccc(C)cc21 (stereo not given)	i	i
O=C(Nc1ccccc1OC(F)(F)F)c1ccc([N+](=O)[O-])cc1	i	i
CCCc1cc(N2CCCC2)n2nc(C)c(-c3ccccc3)c2n1	i	i
CC(=O)c1c(C)nc(-c2ccccc2)nc1NC(=O)C(C)C	i	i
COc1ccccc1N1CCN(c2nccc(C)n2)CC1	i	i
COc1ccc(NC(=O)c2c(Cl)cnn2C)c(C)c1	i	i
Cc1ccc(C(=O)CSc2ncn[nH]2)cc1	i	i

Going on with the list.
SMILES	CHT PAM	CHT inh
CCCCn1nc(C(=O)O)ccc1=O	i	i
O=C(Nc1ccccn1)C1CCCN(c2ncnc3c2nc2n3CCCCC2)C1 (stereo not given)	i	i
O=[N+]([O-])c1ccc(N=Nc2c(O)[nH]c3ccc(F)cc23)cc1	i	i
CCOc1ccc(/C=C2/C(=N)N3OC(C)=CC3=NC2=O)cc1OC	i	i
COc1ccc(CCNC(=O)[C@H](CCSC)NC(=O)N2CCn3c2nc2ccccc23)cc1OC	i	i
Cc1ccc(C)n1NC(=O)c1ccc(O)cc1	i	i
Cc1cc(=O)n2nc(N3CCCC(C(=O)NCCCN4CC(C)CC(C)C4)C3)sc2n1 (stereo not given)	i	i
NC(Cc1ccccc1)C(=O)N1CCCCC1 (stereo not given)	i	i
CCOC(=O)C1(Cc2ccc(O)cc2)NC(c2ccccc2F)C2C(=O)N(C)C(=O)C21 (stereo not given)	i	i
CC(C)C1Oc2ccccc2N(CC(=O)N(Cc2ccccn2)CC2CCCO2)C1=O (stereo not given)	i	i
CCOc1ccccc1NC(=O)CSc1nnc(-c2ccccc2Cl)n1Cc1ccco1	i	i
Cc1ccc(-n2c(CCc3ccccc3)n[nH]c2=S)cc1C	i	i
COc1cc2cc(-c3ccc(O)cc3O)nc(C)c2cc1OC	i	i
O=c1[nH]c(CN2CCN(c3ccccn3)CC2)nc2c(Br)cc(Br)cc12	i	i
O=C(CCN1CCOCC1)c1ccc2c(c1)OCCO2	i	-5.2*
Cc1ccc(S(=O)(=O)CC(=O)c2ccccc2[N+](=O)[O-])cc1	i	i
COC(=O)c1ccc(CSc2nc3ccccc3o2)cc1	i	i
CS(=O)(=O)c1nc(-c2ccccc2)cc(C(F)(F)F)n1	i	i
Cc1ccc(OCC(=O)Nc2ccc(CN3CCCCC3)cc2)c(C)c1	i	i
O=c1cc(-c2ccc(Cl)cc2)[nH]c2ccccc12	i	i
Cn1nnc(NC(=S)NC(=O)c2cccc3ccccc23)n1	i	i
Cc1cc(C)nc(NC(=O)c2cccc([N+](=O)[O-])c2C)n1	i	i
Cc1noc(C)c1C(=O)NCCc1ccc(S(N)(=O)=O)cc1	i	i
O=C(NCCNc1ccc([N+](=O)[O-])cc1)c1cccc2c(Br)cccc12	i	i
CCN1CCN(c2ccc(NC(=O)Cc3ccccc3)cc2)CC1	i	i
CCOc1ccc(NC(=O)CN(C)C(=O)c2ccc(OCC3CCCO3)cc2)cc1OCC (stereo not given)	i	i
CCc1c(C(=O)NCCc2ccc(OC)c(OC)c2)[nH]c(C)c1C(C)=O	i	i
O=C(O)c1cccc(-n2cccc2/C=C2/NC(=O)N(Cc3ccccc3F)C2=O)c1	i	i
O=C(O)CNC(=S)N(Cc1ccccc1F)C1CCCCC1	i	i
O=C(Cn1cnc2c(nnn2Cc2ccccc2)c1=O)Nc1ccc2c(c1)OCCO2	i	i
Cc1nn(S(=O)(=O)N2CCCCC2)c(C)c1Br	i	i
O=C(NCCCn1ccnc1)c1ccc(C(F)(F)F)cc1	i	i
CCOc1ccc(N(CC(=O)NC(C)(C)C)C(=O)CCC(=O)Nc2nccs2)cc1	i	i
O=C(COc1ccc(S(=O)(=O)NC2CCCCC2)cc1Cl)NCc1cccnc1	i	i
CCOC(=O)CNC(=O)c1cc(-c2ccc3c(c2)OCCO3)oc1C	i	i
O=C(O)CSc1nnc(CNc2ccc(F)cc2)n1-c1ccccc1	i	i
COc1ccc(C2N(c3ccc(F)cc3)C(=O)C3CCCN32)cc1 (stereo not given)	i	i
Cc1ccc(S(=O)(=O)NC(=NC2CCCCC2)c2ccc(F)cc2)cc1	i	i
O=c1[nH]c2ccc([N+](=O)[O-])cc2nc1/C=C(\O)c1ccccc1	i	i
Cc1cc(C)nc(N2N=C(C(C)(C)C)CC2=O)n1	i	i
Cc1oc2cc(O)ccc2c(=O)c1Oc1ccccc1	i	i
CCc1cc(C(=O)OC)c(NC(=O)CCC(=O)O)s1	i	i
CCOC(=O)N1CCN(C(=O)/C=C/c2ccc(OC)cc2)CC1	i	i
Cc1ccc(C(=O)Nn2cnnc2)cc1[N+](=O)[O-]	i	i
COc1cccc(-c2noc(CCC(=O)NCC3CCCO3)n2)c1 (stereo not given)	i	i
N#C[C@H]1C2OC2c2ccccc2N1C(=O)c1ccccc1 (stereo not given in full)	i	i
O=c1[nH]cnc2c1N1CCC2CC1	i	i
CCN(C(=O)COc1ccc(C(=O)c2ccccc2)cc1)c1ccccc1	i	i
COc1ccc(N2CCN(C(CNC(=O)c3cccc(Cl)c3)c3cccnc3)CC2)cc1 (stereo not given)	i	i
Cc1cccc(NC(=O)COC(=O)c2ccccc2-c2nc3ccccc3s2)c1C	i	i

The results go on:
SMILES	CHT PAM	CHT inh
O=C(CN1CCN(CC(=O)Nc2ccccc2Cc2ccccc2)CC1)Nc1ccccc1Cl	i	i
CCSc1nc(O)c(Cc2ccccc2)c(=O)[nH]1	i	i
CN(c1ccc(C(=O)N2CCN(c3ccccc3F)CC2)cc1)S(=O)(=O)c1ccccc1	i	i
Cc1nc(C(=O)N(C)C)nn1-c1cc(Cl)cc(Cl)c1	i	i
CCNC(=S)N1CCN(S(=O)(=O)c2ccc(C)c(C)c2)CC1	i	i
CC1CCN(CCc2nc3cc(NC(=O)Nc4ccccc4)ccc3n2C)CC1	i	i
O=S(=O)(c1cccc(NC(=S)N2CCN(c3ccccc3F)CC2)c1)C(F)F	i	i
Cn1ccnc1SCC(=O)Nc1cccc(S(=O)(=O)N2CCCCCC2)c1	i	i
CCCNC(=O)N1CCC(C(=O)c2ccc(F)cc2)CC1	i	i
Cc1ccc(-c2csc(NC(=O)c3ccccc3F)c2C(=O)O)cc1	i	-5.1*
CC(C)CCNC(=O)c1sc2ccc(S(=O)(=O)N3CCCCC3)cc2c1N	i	i
Cc1[nH]c2ccccc2c1SCC(=O)NC1CCCCC1	i	i
COCC(C)NC(=O)NC(=O)c1ccc(Cl)cc1 (stereo not given)	i	i
COc1cc(/C=C/C(=O)OCC(=O)Nc2nnc(-c3ccccc3)o2)cc(OC)c1OC	i	i
CCOC(=O)c1c[nH]c2nc(C)ccc2c1=O	10*	i
COc1ccc(/C=C/C(=O)O/N=C(\N)c2ccccc2)cc1OC	i	i
CC(C)Cc1cc(C(=O)NCCc2ccccc2)no1	i	i
CCOC(=O)C1(CCOC)CCN(C(=O)Cc2ccc3ccccc3c2)CC1	i	i
Cc1cccn2c(=O)c3cc(C(=O)NCCc4ccccc4)c(=N)n(CC4CCCO4)c3nc12 (stereo not given)	i	i
Cc1ccc(NC(=O)Cn2c(=S)[nH]c3ccccc32)cc1	i	i
Cc1cccc(NC(=S)NC2CC3CCC(C2)N3Cc2ccco2)c1C (stereo not given)	i	i
COCC1CCCCN1Cc1cn[nH]c1-c1ccc2cc(OC)ccc2c1 (stereo not given)	i	i
Cn1c(=O)c2ncn(CC(=O)Nc3cccc(-c4nc5ccccc5s4)c3)c2n(C)c1=O	i	i
O=c1c2ccccc2ncn1Cc1ccccc1	i	i
Cc1cc2c(c(C)nn2-c2ccccc2)c(=O)o1	i	i
Cc1ccc(-c2csc(C3C(N)=NC(S)=C(C#N)C34CCCCC4)n2)cc1 (stereo not given)	i	i
CS(=O)(=O)N(CC(=O)Nc1ccc2c(c1)OCCO2)Cc1ccccc1	i	i
O=c1[nH]nc(CNc2ccc(Cl)cc2Cl)c2ccccc12	i	i
Cc1ccc(C(=O)N2CCN(S(=O)(=O)c3ccccc3[N+](=O)[O-])C2)cc1	i	i
O=C(CSc1ccccc1Cl)N1CCOCC1	i	i
COc1ccc(N2C(=O)NC3CC2(C)Oc2ccc(Br)cc23)cc1OC (stereo not given)	i	i
CCN(CC)C(=O)c1oc2ccc(S(=O)(=O)N3CCCCCC3)cc2c1C	i	i
